C8 TRAIL sens = sensitizes caspase-8 expressing cells to TRAIL; NB7+C8 cells + TRAIL, ATPlite viability luminescence; inhibition (viability loss, TRAIL sensitization), % at 10 µM; 360,000 compounds, 1% hits; AID 624354;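 active = compounds causing at least 50% loss of cell viability in the single-dose screen, relative to plate controls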
KKLEB cytotox = CF airway cell cytotoxicity counter-screen; KKLEB CF airway cells viability, ATPlite luminescence, overnight; hits give low values; cells stimulated with P. aeruginosa culture filtrate; activity change (cytotoxicity), % at 5 µM; 360,000 compounds, 0.36% hits;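 active = corrected activity change at or below -50% at 5 µM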
Shn3 3UTR inh = inhibitors of Schnurri-3 3'UTR reporter in osteoblasts | Clone20 osteoblast Shn3 3'UTR firefly luciferase, 24 h | inhibition, % at 12.5 µM | 360,000 compounds, 0.52% hits | AID 588674;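 active = mean inhibition of at least 75% with every replicate also reaching 75%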;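 also: 0% = median of neutral control wells and 100% = pilot-screen positive control compound; some compounds past the cut are filed as inactive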
TROY NFkB inh = blocks TROY-dependent signaling in reporter cells; Q293 LMP1-TROYcd NF-kB luciferase reporter, 4 h; inhibition, % at 10 µM; 360,000 compounds, 0.98% hits;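 active = compounds whose plate-normalised and pattern-corrected inhibition of the luciferase reporter signal at the single screening dose is 50% or more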
NCOA3 inh = inhibitors of human steroid receptor coactivator 3 (SRC3); Q9Y6Q9; HEK293 GAL4-SRC3 luciferase reporter, luminescence; inhibition, % at 3.6 µM; 360,000 compounds, 0.17% hits; AID 588352;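 active = inhibition above a per-campaign cutoff, the mean of all compounds plus 3 SD, cut at about 60% in these data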;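 also: 0% = DMSO-treated cells and 100% = gossypol-treated cells at 36 µM; higher means less SRC3-driven luciferase light from the GAL4 reporter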
NCOA1 inh = inhibits human SRC1 coactivator; 360,000 compounds, 0.12% hits; Q15788; HEK293 GAL4-SRC1 luciferase reporter, luminescence; inhibition, % at 3.6 µM;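 active = inhibition above the campaign mean plus 3 SD, with each screening campaign given its own cutoff, cut at about 60% in these data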;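 also: 0% = DMSO treated cells and 100% = gossypol at 36 µM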
TWEAK-Fn14 inh = blocks TWEAK-Fn14 interaction in a reporter cell assay. inhibition, % at 10 µM. TWEAK-stimulated Fn14 reporter cells, luciferase luminescence, 8 h. 360,000 compounds, 2% hits; in the data active = inhibition above about 50%
CF NFkB inh = blocks PAF-induced NF-kB reporter in cystic fibrosis cells; KKLEB NF-kB-GFP reporter, GFP fluorescence overnight; inhibition, % at 5 µM; 360,000 compounds, 0.86% hits; AID 588850;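 active = at least 50% inhibition at 5 µM, scaled per plate between neutral and stimulator controls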;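 also: PAF is a Pseudomonas aeruginosa culture filtrate used as stimulus; plate controls were PAF-stimulated DMSO wells for no effect and unstimulated DMSO wells for full effect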
NR2F2 inh = inhibitors of human COUP-TFII (NR2F2). P24468. HEK293T NGFI-A luciferase reporter, luminescence. inhibition, % at 8.6 µM. 370,000 compounds, 0.7% hits. AID 686940;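 active = inhibition above a per-plate cutoff, mean inhibition of test wells between control levels plus 3 SD, cut at about 38% in these data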;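 also: cells cotransfected with COUP-TFII expression vector driving the NGFI-A reporter; 0% = median of COUP-TF2 test wells and 100% = reporter-only cells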
Target sequence (P24468 whole entry, looked up): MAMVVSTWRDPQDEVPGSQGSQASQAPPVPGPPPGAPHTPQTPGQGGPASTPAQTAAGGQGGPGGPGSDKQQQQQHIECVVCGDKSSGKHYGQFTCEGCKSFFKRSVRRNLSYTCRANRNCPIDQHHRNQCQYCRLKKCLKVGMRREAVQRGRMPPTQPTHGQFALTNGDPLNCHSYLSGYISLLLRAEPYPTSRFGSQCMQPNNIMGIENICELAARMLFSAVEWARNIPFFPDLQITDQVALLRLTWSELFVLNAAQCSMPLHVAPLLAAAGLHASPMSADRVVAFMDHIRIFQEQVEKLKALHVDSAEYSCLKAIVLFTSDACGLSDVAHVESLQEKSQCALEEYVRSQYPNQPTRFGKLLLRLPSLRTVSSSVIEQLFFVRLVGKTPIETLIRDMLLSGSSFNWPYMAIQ
EBV LMP1 NFkB = Epstein-Barr LMP1 NF-kappaB reporter inhibition. LMP1-induced NF-kappaB luciferase reporter cells, luminescence. AID 504558. inhibition, % at 12.5 µM. 350,000 compounds, 0.69% hits; in the data active = inhibition above about 41%;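 also: 0% = neutral control wells and 100% = reference inhibitor control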
NR5A2 inv ag = NR5A2 inverse agonism in reporter assay. O00482. inhibition, % at 3.6 µM. 360,000 compounds, 0.13% hits. HEK293T StAR-luciferase reporter, LRH-1 transfected, 24 h;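 active = inhibition above the mean inhibition of all tested compounds plus 3 SD, cut at about 73% in these data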;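 also: 0% = DMSO wells and 100% = reporter-only cells lacking LRH-1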
Target sequence (O00482 whole entry, looked up): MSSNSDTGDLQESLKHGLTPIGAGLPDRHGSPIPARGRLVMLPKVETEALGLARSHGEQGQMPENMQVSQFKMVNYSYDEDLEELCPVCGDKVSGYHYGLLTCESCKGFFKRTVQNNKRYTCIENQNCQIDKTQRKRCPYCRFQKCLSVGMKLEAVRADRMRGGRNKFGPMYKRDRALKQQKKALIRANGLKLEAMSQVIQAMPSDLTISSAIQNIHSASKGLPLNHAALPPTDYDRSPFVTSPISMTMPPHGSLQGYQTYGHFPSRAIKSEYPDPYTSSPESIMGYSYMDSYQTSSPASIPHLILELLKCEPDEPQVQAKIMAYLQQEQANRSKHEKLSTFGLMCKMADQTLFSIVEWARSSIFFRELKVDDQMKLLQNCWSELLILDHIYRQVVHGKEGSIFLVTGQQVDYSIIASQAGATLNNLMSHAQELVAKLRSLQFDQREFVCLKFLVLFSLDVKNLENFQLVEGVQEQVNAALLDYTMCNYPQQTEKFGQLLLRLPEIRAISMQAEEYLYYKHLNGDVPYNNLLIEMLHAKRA
Numbers without * were called inactive; x = no result given. A portion of the library. The share of hits here may be higher or lower than overall.

SMILES	C8 TRAIL sens	KKLEB cytotox	Shn3 3UTR inh	TROY NFkB inh	NCOA3 inh	NCOA1 inh	TWEAK-Fn14 inh	CF NFkB inh	NR2F2 inh	EBV LMP1 NFkB	NR5A2 inv ag
Cc1cc(=O)oc(C)c1C(=O)N1CCN(C(c2ccccc2)c2ccccc2)CC1	-7	7	0	6	3	8	10	-18	5	6	-8
CCC(C)N(C(=O)CSc1nnnn1-c1ccccc1OC)C1CCS(=O)(=O)C1 (stereo unspecified)	-13	-10	-19	8	16	1	15	5	-11	-10	14
O=C(NCc1cccnc1)c1ccc(Cl)c(S(=O)(=O)N2CCOCC2)c1	-3	5	1	3	18	-10	-6	4	-2	5	-18
CC1CN(c2nc(-c3ccccc3)nc3ccccc23)CC(C)O1 (stereo unspecified)	-1	-1	22	-11	12	13	-2	-14	10	4	-2
CCS(=O)(=O)C1=NSC2=NC(=O)/C(=C\c3ccc(OC(=O)c4ccco4)c(OC)c3)C(=N)N21	10	-14	-2	-5	9	-7	2	4	16	-6	-8
NC(Cc1c[nH]c2ccccc12)C(=O)Nc1ccccc1 (stereo unspecified)	-2	7	2	-3	-5	-31	-11	2	1	-3	-9
Clc1ccccc1CN1CCC(Cc2ccccc2)CC1	18	2	-7	4	0	-18	9	8	-9	0	-21
CCNC(=O)C/C(C)=N/NC(=O)C(=O)Nc1ccc(CC)cc1	-7	0	-13	-4	-10	-66	-7	7	-13	3	-25
Cc1ccc(S(=O)(=O)Oc2ccccc2[N+](=O)[O-])cc1	-2	-3	-10	-19	-6	-3	-3	14	-9	-3	-2
O=C(O/N=C1\CCCc2ccccc21)C1CC1	-5	8	-3	8	16	-3	-10	4	-19	-1	6
O=C(Cc1cccc2ccccc12)NNC(=O)c1cccs1	9	2	0	-17	13	5	0	-4	17	2	19
Cc1cccc(N2CCN(C3CCCCC3NS(=O)(=O)c3ccccc3)CC2C)c1 (stereo unspecified)	13	12	46	-4	5	9	16	7	x	8	5
Nc1nc(-c2ccc(Cl)cc2)cn1N	-11	7	-16	-2	13	-9	4	8	-21	-6	-19
COc1ccccc1N1C(=NC(=O)C(C)Oc2ccccc2)SC2CS(=O)(=O)CC21 (stereo unspecified)	5	5	11	-16	9	-27	-2	12	4	0	11
CCCc1c(C(=O)Nc2ccc(C(F)(F)F)cc2)cnn1-c1ccccc1	-9	-1	8	5	3	-1	-23	-14	18	62*	7
O=C(CN1C(=O)c2ccccc2C1=O)NCC(=O)OCC(=O)c1ccc(Cl)cc1	-7	-4	14	4	21	-25	9	-23	0	-7	1
CCOC(=O)N1CCN(C(=O)CCc2ccc(S(=O)(=O)NCCc3ccccc3)cc2)CC1	-4	-6	3	4	4	0	12	-13	9	3	11
O=C(COC(=O)CCS(=O)(=O)c1ccccc1)Nc1ccc(N2CCCCC2)cc1	1	7	-12	-2	-11	-14	-1	-9	6	2	-26
COc1ccc(N2CCN(S(=O)(=O)c3ccc(Cl)c(C(F)(F)F)c3)CC2)cc1	1	5	14	-8	-8	-2	-5	-15	6	6	-6
CC1(c2ccccc2)CC(C)(C)N(C(=O)c2cc([N+](=O)[O-])cc([N+](=O)[O-])c2)c2ccccc21 (stereo unspecified)	-3	0	20	-10	5	10	15	15	8	8	-2
CCn1c(SCC(=O)Nc2ccc(OC)cc2)nc2nc3c(cc2c1=O)CCCC3	41	0	21	-11	19	-2	-11	-10	5	8	20
COc1ccc(CCNCc2ccc(OCC(=O)N3CCCCC3)c(OC)c2)cc1OC	-31	0	-10	-7	-9	5	5	5	13	-3	15
COCCN(C(=O)Cc1cccs1)c1nnc(-c2cccnc2)s1	-3	-1	-2	-35	-8	14	0	20	-21	-8	-14
CC(O)(c1ccccc1)c1nc(-c2cccc(F)c2)cs1 (stereo unspecified)	-8	-2	-33	0	0	4	4	-7	5	x	-8
Fc1ccc(-c2csc(NC(=S)Nc3ccccc3)n2)cc1	-4	5	4	-18	7	-21	26	-10	-19	13	-6

Entries shown so far that have a thiophene ring, fused or not:
SMILES	C8 TRAIL sens	KKLEB cytotox	Shn3 3UTR inh	TROY NFkB inh	NCOA3 inh	NCOA1 inh	TWEAK-Fn14 inh	CF NFkB inh	NR2F2 inh	EBV LMP1 NFkB	NR5A2 inv ag
O=C(Cc1cccc2ccccc12)NNC(=O)c1cccs1	9	2	0	-17	13	5	0	-4	17	2	19
COCCN(C(=O)Cc1cccs1)c1nnc(-c2cccnc2)s1	-3	-1	-2	-35	-8	14	0	20	-21	-8	-14

Next entries follow.
SMILES	C8 TRAIL sens	KKLEB cytotox	Shn3 3UTR inh	TROY NFkB inh	NCOA3 inh	NCOA1 inh	TWEAK-Fn14 inh	CF NFkB inh	NR2F2 inh	EBV LMP1 NFkB	NR5A2 inv ag
COCC(C)NC(=O)c1oc2c(c1C)C1(CCC2)SCCS1 (stereo unspecified)	-3	-1	-2	-5	-18	-14	-22	-13	12	-12	3
CCOC(=O)C1CCCN(C(=O)c2cc(Cl)ccc2NC(=O)C2=C(C)OCCS2)C1 (stereo unspecified)	-27	0	-2	-5	-2	19	-1	-10	8	2	-4
Cc1ccccc1NC(=O)COC(=O)c1c[nH]c(=O)[nH]c1=O	2	21	11	4	13	-3	10	6	14	3	-10
C=CCn1c(SCC(N)=O)nc(C)cc1=O	2	-19	-20	12	20	-5	0	10	6	-1	6
CC1(C)C2CCC1(C)C(OC(=O)CNc1ccccc1)C2 (stereo unspecified)	-12	12	4	1	-6	-6	-5	10	-11	-8	-6
Cc1ccc(S(=O)(=O)Oc2ccc(/C=C3\C(=N)N4N=C(S(C)(=O)=O)SC4=NC3=O)cc2)cc1	-20	6	-29	-2	-2	0	-5	7	-28	-2	5
CC1Nc2ccccc2C(=O)N1NS(C)(=O)=O (stereo unspecified)	-10	-9	-2	13	-9	11	4	2	31	-4	1
O=C1c2cccnc2C(=O)N1c1ccccc1-c1ccccc1	2	0	20	3	3	-25	9	18	-5	-14	-10
CC(NC(=O)c1cccc(S(=O)(=O)N2CCN(C)CC2)c1)C1CC2CCC1C2 (stereo unspecified)	6	7	-8	12	1	7	-7	5	0	2	-5
Cn1c2ccccc2c2c(C(=O)N3CCN(C(=O)c4ccco4)CC3)cn(C3CCCCC3)c(=O)c21	8	-21	26	-11	6	-11	23	7	4	-10	-3
CCCc1nn2c(=O)cc(CSCC(=O)Nc3ccc(OC)cc3)nc2s1	-11	2	-34	4	8	7	4	6	12	-2	13
CCOC(=O)C1CCN(C(=O)c2ccc(OC3CCN(C(=O)COC)CC3)cc2)CC1	1	6	-2	-33	-14	12	-7	16	-19	8	17
Cc1ccc(Oc2ccc(-c3nc(N)nc(N)n3)cc2)cc1C	1	-6	-9	48	16	-6	28	13	-10	2	-3
OC(c1ccc2ccccc2c1)c1ncc(-c2cccc3ccccc23)[nH]1 (stereo unspecified)	-20	-9	4	17	4	-9	-10	2	-1	x	11
COc1cccc(CNC(=O)CCC2CCCN(C(=O)Cc3ccccc3F)C2)c1 (stereo unspecified)	-5	0	-30	-8	5	-10	12	-21	4	-5	0
O=P(O)(Cc1ccccc1)Cc1ccccc1	-16	2	-10	-8	6	1	-4	-6	-7	2	-1
COc1ccc(-c2cc3nc(NCc4ccc(N(C)C)cc4)n(C)c(=O)c3s2)cc1OC	33	-4	-10	26	7	12	80*	0	39*	x	17
CCN(CC(=O)NCc1cccs1)C(=O)CN(C)S(=O)(=O)c1ccc(C)cc1	-8	4	-4	16	-18	0	-17	21	-23	6	10
CC(C)n1c(C(O)c2ccccc2)nc2ccccc21 (stereo unspecified)	2	8	0	-12	-1	3	7	0	-4	2	18
COc1ccc(-c2noc(N3CCC(C(=O)NC(C)c4ccccc4)CC3)n2)cc1 (stereo unspecified)	-12	-5	18	12	18	12	15	18	30	14	22
CC(C)CCC(C(=O)O)C(C)CC(=O)NC1CCCCC1 (stereo unspecified)	9	-5	-13	-1	18	-2	13	-19	-11	-1	5
Cc1nc2cc(NC(=O)N3CCC(c4ccccc4)C3)ccc2n1C (stereo unspecified)	-8	2	-30	-13	-27	-50	-35	3	-14	3	-51
Cc1ccc(N2C(=O)C3CCC(c4ccccc4)CC3C2=O)cc1 (stereo unspecified)	5	-4	2	9	12	8	10	-1	5	-3	1
CC(C)OCCCNc1ncnc2c1[nH]c1ccccc12	33	-18	46	-1	7	5	40	-13	66*	34	13
CCOc1ccccc1CN1CCNC(=O)C1CC(=O)NCCN1CCOC1=O (stereo unspecified)	2	-5	-20	23	-6	-21	-10	4	7	6	-9

Additional records:
SMILES	C8 TRAIL sens	KKLEB cytotox	Shn3 3UTR inh	TROY NFkB inh	NCOA3 inh	NCOA1 inh	TWEAK-Fn14 inh	CF NFkB inh	NR2F2 inh	EBV LMP1 NFkB	NR5A2 inv ag
O=C(CN(c1ccc(F)cc1)S(=O)(=O)c1ccc2c(c1)OCCO2)NCc1cccnc1	-16	2	25	18	20	1	-9	-2	-2	-4	-3
Nc1ccc2cn[nH]c2c1	-4	28	4	10	2	-3	10	26	10	-7	28
C=C(C)COc1ccc2c(C)c(C)c(=O)oc2c1OCC(=C)C	-8	-3	21	6	0	0	-16	1	9	11	-9
Cc1cc(=O)n2[nH]c(C)cc2n1	-2	-5	-7	-13	17	7	13	6	5	-6	22
Cc1nnc2sc(-c3cccc4ccccc34)nn12	5	1	-2	-16	9	-12	-39	-22	1	9	-14
O=C(CCCCCn1c(=O)[nH]c2ccsc2c1=O)N1CCCCC1	6	-3	4	6	-19	-22	-21	-2	-3	-1	-3
COc1cc2ncnc(NCc3ccccc3Cl)c2cc1OC	1	-9	29	1	14	-2	10	14	11	19	23
COc1cc(-c2cc(-c3ccccc3)nc(SCC(=O)Nc3nccs3)c2C#N)cc(OC)c1OC	3	-31	13	8	-1	-4	7	31	2	-6	13
O=c1nccc(N/N=C/c2ccccc2)[nH]1	-7	0	-24	-44	-65	-60	10	7	-36	-2	-119
CCN(CC)c1ccc(/C=N/NS(=O)(=O)c2ccc(C)c([N+](=O)[O-])c2)cc1	-14	-2	-29	25	-35	-28	20	6	2	4	17
COC(=O)c1[nH]c2cc(OC)ccc2c1NC(=O)CCN1CCCCC1	-2	8	-11	1	4	-9	16	-3	-21	-6	6
O=C(C1=C[C@H](c2ccc3c(c2)OCO3)C[C@H](OCCCCO)O1)N1CCN(Cc2ccc3c(c2)OCO3)CC1	-11	-2	14	6	21	-5	0	-16	-1	2	14
O=C(NCc1cccc(C(F)(F)F)c1)C1CC(c2ccccc2[N+](=O)[O-])=NO1 (stereo unspecified)	-3	16	-16	-24	-25	-10	5	-9	9	-4	4
COc1ccc(CCN2CC(O)=C(c3nc(C)cs3)C2=N)cc1OC	24	4	-10	12	-1	6	-14	-4	4	-4	15
CC(=O)c1ccc(N2CCN(Cc3nc(Cc4ccccc4)no3)CC2)cc1	25	-2	15	1	14	-17	-13	12	-5	-5	-12
CCN(CC(=O)Nc1ccc(NC(C)=O)cc1)C(=O)CCCOc1cccc(C)c1	5	10	19	-3	0	9	10	11	-5	8	19
COCCCNC(=O)C1CCN(c2ccc(N3CCOCC3)nn2)CC1	-22	10	0	-9	4	2	1	5	0	-6	7
CCOC(=O)CC(NS(=O)(=O)c1ccc(NC(C)=O)cc1)c1ccc(OCC)cc1 (stereo unspecified)	0	5	-18	-8	2	-7	-6	9	11	9	25

High-throughput results as filed in PubChem.
